Compound activity deposited in PubChem BioAssay by several laboratories.
PrPC TRFRET: inhibitors of human cell surface prion protein PrPC, primary screen, cell-based, TR-FRET. inhibition, % at 13.8 µM. Major prion protein (Homo sapiens), P04156. actives 0.43% (n = 370,000). TR-FRET read-out. AID 720596, 2013; in the data active = inhibition above about 24%; note: 0% = median of the test wells and 100% = reference compound wells
PriA SSB inh: inhibitors of Klebsiella pneumoniae PriA binding to SSB C-terminal tail, primary screen, biochemical, AlphaScreen; PriA–SSB C-terminal tail interaction (Klebsiella pneumoniae); AlphaScreen SSBct-PriA binding, biotinylated peptide; inhibition, % at 33 µM; actives 0.6% (n = 430,000); AID 1272365, 2023; in the data active = inhibition mostly above about 37%, no sharp cut-off; inactive = mostly below about 20%;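 note: plate controls were negative control peptide for no effect and reference peptide for full effect; strong numbers were not always called active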
CCHF vOTU inh: CCHFV vOTU protease inhibitors, primary screen, biochemical, Pep-AMC substrate, fluorescence. AID 651958, 2012. actives 0.55% (n = 370,000). Crimean-Congo hemorrhagic fever virus L polyprotein viral ovarian tumor (vOTU) protease …. inhibition, % at 11.5 µM; in the data active = inhibition above about 30%; note: 0% = vehicle wells with enzyme and 100% = no enzyme wells
Vc quorum ag: inducers of Vibrio cholerae quorum light production without autoinducers, primary screen, BH1578 luxS cqsA deficient, single point. activation, % at 18.7 µM. V. cholerae BH1578 lux reporter, luminescence, 6 h. actives 0.16% (n = 350,000); in the data active = activation mostly above about 9.7%, no sharp cut-off; note: not every result past the cut was called active; inactives centre near 0; reference of the scale not given here
MazF activator: activators of E. coli MazEF toxin-antitoxin RNase, primary screen, biochemical, fluorescence, uHTS. FAM/BHQ RNA-DNA oligo cleavage fluorescence, 5 h. activation, % at 20 µM. actives 0.32% (n = 350,000). AID 504720, 2011; in the data active = activation above about 50%
DUSP3 inh: VHR1 phosphatase inhibitors, primary screen, biochemical, absorbance, uHTS. Dual specificity protein phosphatase 3 (Homo sapiens), P51452. recombinant VHR phosphatase, pNPP absorbance. inhibition, % at 13.3 µM. actives 0.52% (n = 290,000). AID 1654, 2009; in the data active = inhibition above about 50%; note: some compounds called inactive have numbers as strong as hits
SARS 3CLpro inh: SARS-CoV 3CLpro protease inhibitors, primary screen, biochemical, quenched FRET; actives 0.14% (n = 290,000); inhibition, % at 6 µM; Replicase polyprotein 1ab (Severe acute respiratory syndrome coronavirus), P0C6X7; recombinant SARS-CoV 3CLpro, quenched FRET peptide cleavage; in the data active = inhibition above about 12%
Rv3671c protease: Rv3671c serine protease inhibitors, primary screen, biochemical, fluorescence polarization, M. tuberculosis H37Rv | P9WHR9 | inhibition, % at 5.96 µM | actives 0.048% (n = 320,000) | AID 2606, 2010; in the data active = inhibition above about 38%;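 note: extracellular domain of Rv3671c used as enzyme; 0% = enzyme with DMSO and 100% = no enzyme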
TcdB inh: TcdB glycohydrolase inhibitors, primary screen, biochemical, single point, plate reader | Toxin B (Clostridioides difficile), P18177 | TcdB glycohydrolase enzymatic assay | inhibition, % at 9.99 µM | actives 0.24% (n = 350,000) | AID 652162, 2013; in the data active = inhibition above about 10%
Yp Topo-I inh: Yersinia pestis topoisomerase I inhibitors, primary screen, biochemical, cleavage product accumulation, plate reader, single point; actives 0.064% (n = 360,000); AID 504884, 2011; Y. pestis Topo-I cleavage product accumulation; DNA topoisomerase I (Yersinia pestis CO92); activity, % at 10 µM; in the data active = activity above about 50%, passing the limit was not always enough; note: inactives centre near 2
Numbers without * were called inactive; i = inactive; / = not tested or not shown; & = joins results of further samples.

1	O=C1OCCN1C(=O)[C@H]1[C@H](c2ccc(F)cc2)C(c2ccccc2)=NN1c1ccc(Br)cc1
2	O=C(Cn1nnc2ccccc2c1=O)N1CCCc2ccccc21
3	CC(=O)Nc1ccc(Nc2ncnc3c2cnn3-c2cccc(C)c2)cc1
4	C#CCOc1ccc(C2C(C#N)=C(N)Oc3cc(O)ccc32)cc1 (stereo not given)
5	COC(=O)Cc1ccc(NC(=S)N2CCN(c3cc(Cl)ccc3C)CC2)cc1
6	COc1ccc(CNC(=O)c2ccc(Cn3nc(C)c([N+](=O)[O-])c3C)o2)cc1
7	COc1ccc(CNc2ncnc3ccccc23)cc1
8	COc1cccc(NS(=O)(=O)c2c(C(=O)N3CCCCCC3)c(C)n(C)c2C)c1

assay / entry | 1 | 2 | 3 | 4 | 5 | 6 | 7 | 8
PrPC TRFRET | / | 0 | 6 | -3 | 9 | 8 | 6 | 7
PriA SSB inh | -15 | -11 | -13 | -26 | -8 | -12 | -4 | 1
CCHF vOTU inh | / | 3 | 4 | -14 | -10 | 5 | 7 | 19
Vc quorum ag | -1.0 | i | 1.0 | 0.0 | -0.2 | -0.3 | -0.2 | -0.4
MazF activator | -12 | 3 | -3 | 4 | -3 | -1 | -8 | 5
DUSP3 inh | / | 23 | 4 | 16 | 8 | 17 | 17 | -9
SARS 3CLpro inh | / | 4 | 6 | -4 | 2 | 2 | -2 | 6
Rv3671c protease | / | -4 | -8 | 5 | 10 | -3 | -15 | -1
TcdB inh | / | / | / | -0.9 | 1.6 | 0.3 | 2.1 | 1.1
Yp Topo-I inh | -12 | 5 | 7 | -10 | -7 | 9 | -4 | 4

9	CC(C)(C)NC(=O)COC(=O)CCC(=O)c1ccc(F)cc1
10	Cc1nnc2ccc(-c3ccc(NC(=O)c4ccco4)cc3)nn12
11	CC(C)c1csc(CN2CCC(CO)(Cc3ccccc3)CC2)n1
12	O=C(Nc1ccccc1)c1cc(C2CCCCN2C(=O)OCc2ccccc2)on1 (stereo not given)
13	Cc1ccc(Cn2cc(C(=O)NN)c(=O)c3ccc(F)cc32)cc1
14	Cc1ccccc1C(=O)Nc1ccc2c(c1)nc(CCNC(=O)c1ccco1)n2C
15	COc1ccc(NC(=S)N2CCN(Cc3ccc(C)cc3)CC2)cc1
16	CC(C(=O)Nc1cccc(Br)c1)c1ccc([N+](=O)[O-])cc1 (stereo not given)

assay / entry | 9 | 10 | 11 | 12 | 13 | 14 | 15 | 16
PrPC TRFRET | 8 | -17 | -6 | 5 | -1 | -5 | 11 | -7
PriA SSB inh | 5 | -7 | -9 | / | 0 | -13 | -2 | -17
CCHF vOTU inh | -13 | -9 | 8 | -4 | 8 | 13 | -8 | 10
Vc quorum ag | -0.5 | i | -1.0 | -0.4 | i | -0.5 | 1.6 | -0.5
MazF activator | -6 | -6 | 8 | / | 6 | 9 | -1 | 1
DUSP3 inh | 21 | 18 | 29 | / | -2 | 2 | 15 | 5
SARS 3CLpro inh | -6 | -1 | 3 | / | 8 | -5 | -1 | 5
Rv3671c protease | -6 | -6 | -10 | / | -2 | 5 | -3 | -6
TcdB inh | 3.8 | -1.1 | 1.1 | -0.3 | 1.7 | 1.6 | -0.8 | 0.4
Yp Topo-I inh | 3 | -4 | 27 | 48 | 3 | 1 | 7 | -3

3 entries from above, sorted by SMILES length, highest first.
13	Cc1ccc(Cn2cc(C(=O)NN)c(=O)c3ccc(F)cc32)cc1
10	Cc1nnc2ccc(-c3ccc(NC(=O)c4ccco4)cc3)nn12
11	CC(C)c1csc(CN2CCC(CO)(Cc3ccccc3)CC2)n1

assay / entry | 13 | 10 | 11
PrPC TRFRET | -1 | -17 | -6
PriA SSB inh | 0 | -7 | -9
CCHF vOTU inh | 8 | -9 | 8
Vc quorum ag | i | i | -1.0
MazF activator | 6 | -6 | 8
DUSP3 inh | -2 | 18 | 29
SARS 3CLpro inh | 8 | -1 | 3
Rv3671c protease | -2 | -6 | -10
TcdB inh | 1.7 | -1.1 | 1.1
Yp Topo-I inh | 3 | -4 | 27

Next entries follow.
17	CCOC(=O)CNC(=O)CSc1ncnc2c1cnn2-c1ccc(OC)cc1
18	COc1ccccc1/C=C/C1=NC(=C\N(C)C)/C(=O)O1
19	CCCS(=O)(=O)N1CCN=C1SCc1cccc2ccccc12
20	Cc1cccc(C(=O)n2cnnc2N)c1
21	CC1CCCN(c2ccc3nncn3n2)C1 (stereo not given)
22	Cc1ccc(S(=O)(=O)CCC(=O)OCC(=O)Nc2ccc(N3CCOCC3)cc2)cc1
23	COc1ccccc1C(=O)NCCC(=O)NC(C)CCc1ccccc1 (stereo not given)
24	COc1ccc(-c2cnnc(N/N=C/c3ccc(O)c(OC)c3)n2)cc1

assay / entry | 17 | 18 | 19 | 20 | 21 | 22 | 23 | 24
PrPC TRFRET | -3 | -8 | 10 | -2 | 17 | 4 | -1 | -20
PriA SSB inh | -14 | -14 | 7 | -8 | -1 | -2 | 1 | /
CCHF vOTU inh | 11 | -24 | 8 | -3 | -15 | -3 | 1 | 11
Vc quorum ag | i | i | -0.2 | 2.0 | i | -1.8 | i | -0.6
MazF activator | -1 | 8 | 1 | 0 | 17 | -3 | -4 | 16
DUSP3 inh | 21 | 23 | 1 | -7 | 10 | / | / | 34
SARS 3CLpro inh | -4 | 5 | 0 | 1 | 0 | / | / | 0
Rv3671c protease | 0 | -2 | -6 | 1 | 7 | 9 | -3 | -3
TcdB inh | / | / | 0.2 | 0.5 | -0.1 | 2.8 | 3.6 | /
Yp Topo-I inh | 3 | 6 | -3 | 7 | -7 | 8 | -11 | -2

25	CN(C)C(=O)c1ccc2c(c1)n(C)c(=O)n2C
26	COc1ccc(NS(=O)(=O)c2cccc(C(=O)N3CCC3)c2)cc1
27	Nc1nc(NC(=O)/C=C/c2ccccc2)nn1-c1ccccc1
28	COc1cc(C(C)=O)ccc1O
29	COC(=O)c1[nH]c2cccc(OC)c2c1NC(=O)CCN1CC(C)CC(C)C1 (stereo not given)
30	NS(=O)(=O)c1ccc(-n2nc(C(=O)O)cc2-c2ccc(Cl)cc2)cc1
31	COc1ccccc1N1CCN(C(=O)c2cccc(N3C(=O)NC4CC3(C)Oc3ccccc34)c2)CC1 (stereo not given)
32	CN1N=C2c3ccccc3CCC2C1c1ccc(Cl)cc1 (stereo not given)

assay / entry | 25 | 26 | 27 | 28 | 29 | 30 | 31 | 32
PrPC TRFRET | -7 | -3 | 0 | -3 | -7 | 1 | 3 | 0
PriA SSB inh | -11 | 6 | -9 | 0&-16 | 2 | -2 | -16 | 4
CCHF vOTU inh | -3 | 6 | 20 | 0 | -3 | -15 | 1 | -1
Vc quorum ag | 0.5 | i | -0.2 | 0.2 | i | -0.3 | -0.4 | -0.7
MazF activator | 1 | -4 | 5 | -9 | 11 | 16 | 5 | -1
DUSP3 inh | 0 | / | 1 | / | 17 | 28 | 8 | -9
SARS 3CLpro inh | 4 | / | 1 | / | -2 | 0 | 5 | -1
Rv3671c protease | 0 | 2 | 3 | -3 | -7 | 3 | -3 | 3
TcdB inh | / | 0.6 | / | 1.0 | / | -0.6 | / | -0.1
Yp Topo-I inh | 1 | 4 | 4 | 6 | 0 | 16 | 25 | 2

The list goes on, overlapping the part above by 3 compounds.
30	NS(=O)(=O)c1ccc(-n2nc(C(=O)O)cc2-c2ccc(Cl)cc2)cc1
31	COc1ccccc1N1CCN(C(=O)c2cccc(N3C(=O)NC4CC3(C)Oc3ccccc34)c2)CC1 (stereo not given)
32	CN1N=C2c3ccccc3CCC2C1c1ccc(Cl)cc1 (stereo not given)
33	CCCCCC(=O)N1C[C@@H](n2cc(-c3ccc(F)cc3)nn2)[C@H](O)C[C@@H]1c1ccc(Cl)cc1
34	O=S(=O)(Nc1nc2ccccc2nc1NCC1CCCO1)c1cccs1 (stereo not given)
35	CCC(C)(C)C1CCc2[nH]nc(C(=O)NC3CCCC3)c2C1 (stereo not given)
36	CCN(CCn1cccn1)C(=O)CCc1nnc(CCCc2ccccc2)o1
37	Nc1nc(N2CCN(c3cccc(Cl)c3)CC2)n[nH]1
38	CC1=C(C(=O)Nc2ccc(C(=O)NC(C)c3ccccc3)cc2)SCCO1 (stereo not given)
39	O=C(OCCOCCN=C1NS(=O)(=O)c2ccccc21)c1ccccc1Br
40	COc1ccc(CNC(=O)C(C)N2CCN(c3ccc(C(C)=O)cc3)CC2)cc1 (stereo not given)

assay / entry | 30 | 31 | 32 | 33 | 34 | 35 | 36 | 37 | 38 | 39 | 40
PrPC TRFRET | 1 | 3 | 0 | 5 | 4 | 0 | 6 | 11 | -7 | -5 | 14
PriA SSB inh | -2 | -16 | 4 | / | 0&0 | -34 | -8 | 2 | 8 | -8 | -19
CCHF vOTU inh | -15 | 1 | -1 | 34* | 11 | -3 | 2 | -1 | -10 | 9 | 7
Vc quorum ag | -0.3 | -0.4 | -0.7 | -0.2 | 7.7 | 0.0 | i | i | -0.2 | -0.9 | -0.1
MazF activator | 16 | 5 | -1 | 3 | -7 | -11 | 6 | -1 | 12 | 7 | -5
DUSP3 inh | 28 | 8 | -9 | / | 11 | / | 17 | 20 | 2 | -19 | 7
SARS 3CLpro inh | 0 | 5 | -1 | / | 0 | / | -3 | 2 | 0 | 2 | 0
Rv3671c protease | 3 | -3 | 3 | / | 0 | 9 | -16 | -3 | 5 | -5 | 1
TcdB inh | -0.6 | / | -0.1 | -0.1 | / | 0.9 | 0.2 | 8.1 | 0.0 | -1.1 | 1.5
Yp Topo-I inh | 16 | 25 | 2 | 30 | 7 | -5 | -2 | 0 | 0 | 7 | 1

41	Cc1c(C(=O)N2CCCCC2)c(S(=O)(=O)N(C)Cc2ccccc2)c(C)n1C
42	O=C(C1CCN(S(=O)(=O)c2cccs2)CC1)N1CCc2ccccc2C1
43	COc1ccccc1N(CC(=O)Nc1ccc(S(=O)(=O)N2CCOCC2)cc1)S(C)(=O)=O
44	COc1cc(CNCCc2ccc3c(c2)OCO3)ccc1O
45	CCN(C(=O)CSc1nnc(-c2ccco2)n1CC)c1c(N)n(Cc2ccccc2)c(=O)[nH]c1=O
46	COc1cc(C(=O)Nc2nc3ccccc3[nH]2)cc(OC)c1OC
47	CSc1nc(NC(C)C)nc(N2CCOCC2)n1
48	COc1ccccc1-c1nnc2n1N=C(c1ccc(OC(F)F)c(OCC3CC3)c1)CS2
49	CC(=O)/C=C/c1ccccc1Oc1c(F)c(F)nc(F)c1F
50	O=C(Nc1cccc(S(=O)(=O)N2CCCCC2)c1)c1ccc2ncsc2c1

assay / entry | 41 | 42 | 43 | 44 | 45 | 46 | 47 | 48 | 49 | 50
PrPC TRFRET | -2 | 5 | -4 | 2 | -3 | 7 | -1 | -1 | 3 | 10
PriA SSB inh | -5 | -5 | -6 | -27 | 5 | 9 | -3 | -11 | -12 | -5
CCHF vOTU inh | -2 | -5 | 9 | -10 | 3 | -5 | 8 | -1 | -4 | 0
Vc quorum ag | -0.3 | -0.4 | -4.4 | i | 0.2 | i | -0.9 | 0.9 | i | 0.1
MazF activator | 5 | -4 | 2 | 1 | 6 | -2 | 6 | 1 | -12 | 0
DUSP3 inh | 54* | 64 | -23 | 20 | / | 27 | -1 | / | / | -9
SARS 3CLpro inh | 0 | -4 | 4 | 3 | / | -1 | 1 | / | 2 | 2
Rv3671c protease | -8 | 13 | -12 | 3 | 10 | -4 | 1 | -4 | 1 | -35
TcdB inh | 1.9 | -1.8 | -0.1 | 0.3 | 0.7 | / | / | -0.7 | -0.3 | 1.0
Yp Topo-I inh | 5 | 12 | 1 | 1 | 2 | -9 | -3 | 30 | 6 | 5

An excerpt (hit frequency here may not be typical).
